VIM-2 inh = inhibitors of Pseudomonas aeruginosa VIM-2 metallo-beta-lactamase. purified VIM-2, nitrocefin hydrolysis, epi-absorbance fluorescence. inhibition, % at 5.6 µM. actives 0.89% (n = 290,000). AID 1527;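 active = inhibition above the mean of all tested compounds plus 3 SD, cutoff set per screening run, cut at about 7.5% in these data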;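 also: red hydrolysis product quenches plate fluorescence so inhibitors raise well fluorescence; 0% = enzyme with DMSO and 100% = DMSO without enzyme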
MEKK2wt PB1 HTS = raises or lowers MEK5 binding to wildtype human MEKK2 PB1 domain; bead flow cytometry, Alexa488-MEK5 binding to MEKK2 WT; actives lie on both sides; binding response (% of control), % at 10 µM; actives 1.1% (n = 290,000); in the data active = binding response below about 67% or above about 130%
UBC9 SUMO inh = SUMOylation inhibition; inhibition, % at 35 µM; AID 2006; actives 0.36% (n = 290,000); HTRF SUMOylation assay, SAE1/SAE2 + UBC9, in vitro; P63279; in the data active = inhibition above about 50%, passing the limit was not always enough; also: strong numbers were not always called active
Target sequence (P63279 whole entry, looked up): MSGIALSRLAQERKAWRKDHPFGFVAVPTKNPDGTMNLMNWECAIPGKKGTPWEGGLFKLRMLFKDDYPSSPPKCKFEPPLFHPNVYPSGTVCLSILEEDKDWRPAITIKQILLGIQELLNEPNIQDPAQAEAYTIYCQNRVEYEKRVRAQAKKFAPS
MEKK2mut PB1 HTS = signal of MEK5 binding to mutant human MEKK2 PB1 domain | bead flow cytometry, Alexa488-MEK5 binding to MEKK2 mutant | percent response, % at 10 µM | actives 0.35% (n = 290,000); in the data active = percent response above about 24%, passing the limit was not always enough; also: inactives centre near 1; some results filed as inactive read as strong as hits
FID counter = displaces DNA intercalator in HCV helicase counter-screen; AID 1845; inhibition, % at 7.9 µM; actives 0.17% (n = 290,000); DNA fluorescent intercalator displacement, fluorescence; in the data active = inhibition above about 37%;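 also: 0% = vehicle and 100% = reference compound; higher means more ethidium bromide displaced from hairpin DNA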
IMP-1 inhibitor = blocks Pseudomonas aeruginosa IMP-1 metallo-beta-lactamase | purified IMP-1, nitrocefin hydrolysis, epi-absorbance fluorescence | inhibition, % at 5.6 µM | actives 0.45% (n = 290,000);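 active = inhibition above the mean plus 3 SD of all compounds in the same screening run, cut at about 4.5% in these data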;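 also: 0% = IMP-1 with DMSO and 100% = DMSO wells lacking enzyme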
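System: purified IMP-1 / Input: IMP-1 dispensed at 0.2 nM / Medium: 50 mM HEPES pH 7.1, 50 µM ZnSO4, 0.05% Brij 35 / Timing: 15 min enzyme–compound preincubation, then 25 min nitrocefin reaction, 25 °C / Technique: plate fluorescence quenching by hydrolysis product, ex 480/em 530 nm / Repeats: singlicate testing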
PfM18AAP inh = blocks P. falciparum M18 aspartyl aminopeptidase. actives 1.2% (n = 290,000). recombinant PfM18AAP, H-Glu-NHMec fluorogenic cleavage. inhibition, % at 7.35 µM;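 active = inhibition above the campaign mean inhibition over all tested compounds plus 3 SD, cut at about 28% in these data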;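 also: 0% = plate median of test compound wells and 100% = 2 mM ZnCl2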
NALP1 yeast inh = inhibitors of NALP1 inflammasome in yeast | S. cerevisiae NALP1/ASC/caspase-1 growth, X-gal OD620, 72 h | inhibition, % at 10 µM | actives 0.61% (n = 280,000) | AID 2071; in the data active = inhibition mostly above about 24%, no sharp cut-off; inactive = mostly below about 32%; also: some compounds called inactive have numbers as strong as hits
NS3 helicase inh = blocks Hepatitis C virus NS3 helicase unwinding | NS3 helicase DNA unwinding, Cy5 molecular beacon fluorescence | inhibition, % at 10.9 µM | actives 0.56% (n = 290,000) | AID 1800;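 active = inhibition above the mean of all tested compounds plus 3 SD, set per campaign, cut at about 35% in these data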;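 also: 0% = DMSO wells and 100% = thioflavine S control wells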
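System: NS3 helicase fragment of HCV / Schedule: 1 h at 25 °C / Control set: DMSO alone as 0% and 110 µM thioflavine S as 100% / Reagent: Cy5/quencher beacon DNA duplex and ATP to start / Technique: Cy5 fluorescence / Replication: singlicate / Evaluation: % inhibition of end-to-start signal ratio versus controls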
* hit, by the source's call; / = no result given.

SMILES | VIM-2 inh | MEKK2wt PB1 HTS | UBC9 SUMO inh | MEKK2mut PB1 HTS | FID counter | IMP-1 inhibitor | PfM18AAP inh | NALP1 yeast inh | NS3 helicase inh
COc1ccc(Nc2ccc(N3C(=O)CC(C)C3=O)cc2[N+](=O)[O-])cc1OC (stereo not drawn) | -3.5 | 100.0 | 3.4 | -2.0 | -4.9 | -3.4 | 10.4 | -1.5 | 0.2
COC(=O)c1ccc(CSc2nnc3nc(C)cc(C)n23)cc1 | 3.1 | 97.0 | 1.0 | -5.0 | -13.4 | -4.2 | -0.7 | -9.1 | 4.7
O=C(NCc1ccco1)Nc1cccs1 | -0.1 | 111.0 | 14.0 | 11.0 | -7.0 | -1.6 | -2.5 | -6.7 | 2.5
COc1ccc(CC(=O)O/N=C(\N)c2ccccc2)cc1OC | -3.9 | 100.0 | -20.5 | -4.0 | -24.4 | -1.6 | 1.3 | 15.2 | -0.1
COc1cc2oc(=O)cc(C)c2c(OC)c1OC | -1.2 | 106.0 | 18.9 | 6.0 | -4.8 | -1.6 | 2.0 | 26.2 | -7.2
CSCC[C@H](NC(=O)N1CCn2c1nc1ccccc12)C(=O)N[C@H](Cc1ccccc1)C(=O)O | -2.3 | 92.0 | 8.0 | -4.0 | -19.9 | -0.3 | 8.9 | -12.1 | 2.2
Cc1cccc(N2CCN(C(=O)c3ccc(Cl)c(NC4=NC5CS(=O)(=O)CC5S4)c3)CC2C)c1 (stereo not drawn) | -1.5 | 104.0 | -0.1 | 2.0 | -56.4 | -3.5 | 3.7 | -11.5 | -5.3
CC(C)Oc1ccc(C(=O)Nc2ccc(N3CCN(C(=O)c4ccco4)CC3)cc2)cc1 | -3.3 | 106.0 | 1.8 | 1.0 | -39.1 | -2.4 | 2.1 | 5.8 | -0.3
COc1ccc(-c2[nH]ncc2CN(CC2CCC(=O)N2)C(C)C)cc1F (stereo not drawn) | -0.5 | 103.0 | 3.6 | -3.0 | 6.2 | -2.2 | -7.9 | -2.3 | 9.0
Cc1ccc(-c2nn(-c3ccccc3)cc2/C=C(\C#N)c2cccc(C#N)c2)o1 | -3.7 | 106.0 | 24.9 | 13.0 | -6.5 | -0.2 | -11.7 | 10.9 | 11.2
CCOCCCNC(=O)CSc1ccccc1 | -3.8 | 99.0 | 11.8 | 0.0 | 0.6 | -2.7 | -2.0 | 6.0 | -12.0
C#CC(C)(CC)NC(=O)c1cc2nc(C3CC3)cc(C(F)(F)F)n2n1 (stereo not drawn) | 1.5 | 98.0 | 3.3 | -2.0 | -22.4 | 0.4 | 8.8 | 22.6 | 9.6
Cc1ccccc1/C=C/C(=O)NCC(=O)N1CCC(N(C)C2CCCCC2C)CC1 (stereo not drawn) | 1.0 | 113.0 | 2.2 | 5.0 | 6.5 | -1.1 | -7.8 | 5.8 | -4.5
COC(=O)CNC(=O)C1CC(=O)N(CCc2ccc(F)cc2)C1 (stereo not drawn) | -2.6 | 110.0 | -7.0 | 17.0 | -1.8 | -1.8 | -0.1 | 10.7 | -0.3
Cc1cccc(C(=O)Nc2ccc(N3CCN(C(=O)c4ccco4)CC3)cc2)c1 | 0.8 | 93.0 | -1.6 | -3.0 | -28.4 | -1.0 | 4.1 | 15.3 | 4.1
Cc1ccc(C)c(N(CC(=O)NCc2ccco2)C(=O)CNS(=O)(=O)c2ccccc2)c1 | 0.0 | 97.0 | -4.0 | -4.0 | -34.8 | -2.3 | 2.1 | 25.3 | 5.5
COC(=O)c1cc(-c2ccc(S(=O)(=O)N3CCCC3)cc2)c(C(F)(F)F)s1 | 0.2 | 88.0 | 21.1 | -25.0 | -23.3 | 0.1 | -8.8 | 24.2 | 2.3
CC(=O)c1c(C)[nH]c(C(=O)OCn2nnc3ccccc3c2=O)c1C | -1.1 | 113.0 | 14.0 | 8.0 | 1.8 | -1.6 | 2.5 | -1.4 | 4.6
Cc1ccc(C(=O)NC(=O)CSc2nncn2C)cc1 | -1.6 | 96.0 | -2.5 | -2.0 | -8.9 | -6.1 | -0.7 | 7.8 | 0.8
C=CCn1c(SCC(=O)NCCCC)nc2scc(-c3ccco3)c2c1=O | 1.7 | 102.0 | 21.7 | 5.0 | -36.0 | 7.9* | -25.4 | -23.3 | 50.1*
c1ccc(CN2CCC(Nc3ncnc4sccc34)CC2)cc1 | -0.5 | 129.0 | 5.6 | 51.0* | 0.7 | -4.1 | -3.4 | -1.7 | -3.9
O=C(NCCCN1CCOCC1)c1ccc2nc(Cc3ccccc3F)oc2c1 | -1.5 | 102.0 | 16.3 | 3.0 | 4.9 | -1.5 | -12.3 | 11.8 | 2.8
COc1cccc(NC(=O)N2CCN(c3ccc(C(F)(F)F)cn3)CC2)c1 | -0.6 | / | 28.4 | / | -10.9 | -2.2 | 0.6 | 7.5 | -3.7
CC1CCN(C(=O)C2CCN(c3nnc(-n4cccc4)s3)CC2)CC1 | 1.0 | 97.0 | 25.7 | -1.0 | -49.0 | -2.1 | -17.5 | 23.6 | 7.5
Nc1nnc(CC(=O)N/N=C/c2cc([N+](=O)[O-])cc(Br)c2O)s1 | 2.0 | 77.0 | 99.2* | -8.0 | -2.2 | 0.3 | 37.0* | 12.5 | 0.4

In a second layout: entries from further up
Every second line gives: VIM-2 inh	MEKK2wt PB1 HTS	UBC9 SUMO inh	MEKK2mut PB1 HTS	FID counter	IMP-1 inhibitor	PfM18AAP inh	NALP1 yeast inh	NS3 helicase inh
> c1ccc(CN2CCC(Nc3ncnc4sccc34)CC2)cc1
  -0.5	129.0	5.6	51.0*	0.7	-4.1	-3.4	-1.7	-3.9
> O=C(NCCCN1CCOCC1)c1ccc2nc(Cc3ccccc3F)oc2c1
  -1.5	102.0	16.3	3.0	4.9	-1.5	-12.3	11.8	2.8

Other compounds follow.
SMILES | VIM-2 inh | MEKK2wt PB1 HTS | UBC9 SUMO inh | MEKK2mut PB1 HTS | FID counter | IMP-1 inhibitor | PfM18AAP inh | NALP1 yeast inh | NS3 helicase inh
Cc1ccc(/C(O)=C2\C(=O)C(=O)N(C)C2c2ccc(F)cc2)cc1 (stereo not drawn) | 0.2 | 106.0 | 1.6 | 2.0 | -11.1 | -0.4 | 4.3 | 6.0 | 1.7
CC(=O)c1c(C)[nH]c(C(=O)COC(=O)CNS(=O)(=O)c2ccccc2)c1C | 0.6 | 96.0 | 9.2 | -4.0 | -7.1 | -2.9 | -1.7 | 5.9 | -0.6
CCCCc1c(O)nc(SCC(=O)NCC2CCCO2)[nH]c1=O (stereo not drawn) | -2.6 | 104.0 | 3.8 | 7.0 | -3.2 | -2.7 | 4.0 | -9.3 | 5.0
O=S(=O)(NCc1nc2ccccc2[nH]1)c1ccccc1 | -1.0 | 107.0 | 7.0 | 10.0 | -1.1 | -4.0 | 3.6 | 22.3 | -0.4
CC(=O)C1=C(O)C(=O)N(c2ccc(F)cc2)C1c1ccc(C)cc1 (stereo not drawn) | -1.9 | 106.0 | 7.6 | 2.0 | -13.8 | -3.1 | 3.3 | 7.9 | 16.1
S=C(Nc1ccc(Br)cc1)N1CCN(c2ccccn2)CC1 | -0.7 | 105.0 | 2.5 | 3.0 | -13.6 | -1.3 | -2.2 | 4.7 | -5.9
CN(CCCC(=O)Nc1ccncc1)S(=O)(=O)c1ccc(Cl)cc1 | 2.5 | 110.0 | 8.0 | 0.0 | 13.1 | -3.4 | -0.3 | 18.1 | -4.6
O=C1N(Cc2cccnc2)C[C@@H]2C[C@@H](c3cccc(OCc4ccccc4)c3)N3CCC[C@@]123 | -1.3 | 105.0 | 6.1 | 2.0 | -15.6 | -1.7 | -0.3 | 5.7 | -1.4
CCOc1ccc(C)cc1S(=O)(=O)NC1CCCCC1 | -2.2 | 99.0 | 0.8 | -2.0 | -21.3 | -1.3 | -1.1 | -0.4 | -0.6
c1ccc(CCN(Cc2ccccc2)Cc2nc(C3CC3)no2)cc1 | -1.4 | 82.0 | -6.6 | -9.0 | -2.7 | -0.4 | 1.4 | 21.8 | 1.9
COCCOC(=O)C1=C(C)NC(=O)NC1c1cc2c(cc1Br)OCO2 (stereo not drawn) | 1.6 | 97.0 | 2.3 | 0.0 | -16.7 | 1.4 | -0.9 | 28.5 | 30.1
COC(=O)c1ccc(C(=O)OC)c(NC(=O)CCS(=O)(=O)Cc2ccccc2)c1 | -0.4 | 106.0 | 4.3 | 0.0 | -35.4 | 0.0 | 3.1 | 3.8 | 0.8
O=C(NC(=S)Nc1ccc2[nH]c(=O)[nH]c2c1)c1cncc(Br)c1 | 1.4 | 88.0 | 8.2 | -9.0 | -4.2 | -0.4 | -9.2 | 9.8 | 7.6
CCOc1ccccc1NC(=O)c1cc(S(=O)(=O)N2CCOCC2)ccc1C | -3.0 | 103.0 | -17.4 | 3.0 | -26.8 | -0.1 | 4.1 | 13.2 | 1.4
CC1(C)CC(=O)c2cc(OCC(=O)O)ccc2O1 | -0.1 | 105.0 | 22.3 | 12.0 | 1.9 | 0.3 | -3.9 | -13.4 | -2.5
Oc1cccc(/C=N/N2CCCCC2)c1O | -5.7 | 97.0 | -0.7 | 2.0 | -9.7 | -4.7 | 44.7* | -9.9 | 18.6
N#Cc1ccc(/C=N/N=C(N)N)cc1 | -2.5 | 105.0 | 1.5 | 5.0 | 2.3 | -4.2 | 4.5 | 9.6 | 7.1
CNC(=O)Cc1csc2ccc(Cl)cc12 | -2.2 | 100.0 | -10.2 | 5.0 | 9.8 | 1.0 | 1.3 | 3.8 | 6.4
O=C(/C=C/c1ccccc1)n1cnnc1SC/C=C/c1ccccc1 | -0.6 | 101.0 | -1.0 | -1.0 | -3.8 | -0.5 | 41.4* | 10.6 | -7.5
Cc1ccc(Nc2ccc3nonc3c2[N+](=O)[O-])cc1 | -0.2 | 116.0 | 9.7 | 0.0 | 2.3 | -3.0 | -2.9 | 5.1 | -8.0
Cc1ccc(-n2nnnc2SCC(=O)NNC(=O)c2ccco2)cc1C | -1.9 | 102.0 | 3.0 | 4.0 | -7.2 | -2.3 | -7.1 | -9.8 | -2.4
CCOC(=O)COc1cccc2c(=O)n(CC(=O)NCc3ccc4c(c3)OCO4)ccc12 | -0.7 | 114.0 | 12.2 | 9.0 | -4.7 | -2.1 | -6.7 | -13.0 | -5.5
COc1ccc(OC)c(S(=O)(=O)CC(O)COc2ccccc2Cl)c1 (stereo not drawn) | 2.8 | 104.0 | 0.3 | -5.0 | -25.2 | -0.4 | 0.0 | 14.1 | 5.2
O=C(Nc1nnc(C2CC2)s1)C1Cc2ccccc2CN1S(=O)(=O)c1ccccc1F (stereo not drawn) | -5.6 | 98.0 | 1.1 | 1.0 | -24.6 | -3.2 | 0.5 | -1.2 | -13.1
CCOc1ccc(NC(=O)CSc2ccc3nnc(-c4ccccn4)n3n2)cc1 | -2.5 | 97.0 | 6.6 | 1.0 | -18.0 | -2.4 | 1.4 | -7.6 | 7.0
COc1ccccc1OCCCCN1CCN(c2ccccc2OC)CC1 | -3.3 | 105.0 | -9.1 | 2.0 | 14.4 | -5.4 | 1.0 | 47.1 | 7.5
